Screening data (PubChem BioAssay)
G6PDH counter = L. mesenteroides G6PDH inhibition counter-screen; 0.12% of 200,000 active; inhibition, % at 5 µM; Purified L. mesenteroides G6PDH, diaphorase/resazurin coupled fluorescence, 45 min; in the data active means inhibition above about 50%
TNAP act hi DEA = TNAP (human) activation, high acceptor. P05186. purified TNAP, CDP-star luminescence, 1 M DEA, 30 min; active compounds read high; 0 = EDTA background, 1 = DMSO-only activity. activation factor at 20 µM. 200,000 tested, under 10 active. AID 1136;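 active means activation factor at least 2 at 20 µM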
Target sequence (P05186 whole entry, looked up): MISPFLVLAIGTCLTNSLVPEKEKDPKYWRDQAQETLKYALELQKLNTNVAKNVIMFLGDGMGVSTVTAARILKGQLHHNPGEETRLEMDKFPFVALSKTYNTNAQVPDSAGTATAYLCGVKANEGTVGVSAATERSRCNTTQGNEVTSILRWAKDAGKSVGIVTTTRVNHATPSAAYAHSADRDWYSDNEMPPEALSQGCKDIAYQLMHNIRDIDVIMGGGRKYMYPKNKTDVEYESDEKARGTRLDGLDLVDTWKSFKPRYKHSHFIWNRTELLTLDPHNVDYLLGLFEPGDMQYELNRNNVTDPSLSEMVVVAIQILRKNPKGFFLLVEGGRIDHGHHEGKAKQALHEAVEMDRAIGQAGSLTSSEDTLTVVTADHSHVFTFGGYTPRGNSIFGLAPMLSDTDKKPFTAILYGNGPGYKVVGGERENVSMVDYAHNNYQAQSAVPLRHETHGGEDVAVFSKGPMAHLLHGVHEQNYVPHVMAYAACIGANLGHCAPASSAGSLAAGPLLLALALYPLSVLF
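Test system – human TNAP · Doses – 20 µM single point · Incubation – 30 min, room temperature · Signal – luminescent substrate turnover signal · Read-out basis – activation factor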
Diaph inh CS = diaphorase inhibition or chemical oxidation counter-screen | diaphorase resazurin-to-resorufin fluorescence, NADH, 16 min; bacterial (C. kluyveri) enzyme, not human | inhibition, % at 20 µM | 0.69% of 190,000 active | AID 1217;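 active means primary screen inhibition at 20 µM above a set limit, cut at about 50% in these data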;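 further: plate controls were DMSO with full reaction for no effect and wells lacking NADH for full effect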
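System: Bacterial diaphorase enzyme (C. kluyveri) | Incubation: 16-min room-temperature incubation before reading | Benchmarks: No-NADH positive control and DMSO neutral control | Measured by: Resorufin fluorescence 544/590 nm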
PMI activator = increases human mannose-6-phosphate isomerase activity; purified human PMI, coupled resazurin fluorescence, 20 min; active compounds read high; 1 = vehicle control, 0 substrate-free wells; activation factor at 20 µM; 0.005% of 190,000 active; AID 1214;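 active means activation factor of 2 or more at 20 µM, relative to plate controls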
Target sequence (P34949 whole entry, looked up): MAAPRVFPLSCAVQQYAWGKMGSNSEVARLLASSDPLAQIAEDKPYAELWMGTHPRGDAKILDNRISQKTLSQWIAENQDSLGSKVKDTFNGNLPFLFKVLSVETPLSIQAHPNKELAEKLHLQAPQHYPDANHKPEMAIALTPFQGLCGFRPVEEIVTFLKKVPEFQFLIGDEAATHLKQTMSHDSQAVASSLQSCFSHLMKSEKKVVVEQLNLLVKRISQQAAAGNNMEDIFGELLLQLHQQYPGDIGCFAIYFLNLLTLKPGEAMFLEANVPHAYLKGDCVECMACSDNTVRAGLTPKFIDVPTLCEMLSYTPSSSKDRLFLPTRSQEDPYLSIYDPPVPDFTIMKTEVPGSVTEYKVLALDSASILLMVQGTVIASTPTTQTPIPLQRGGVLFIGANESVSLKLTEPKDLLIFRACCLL
TNAP inh noacc = blocks human TNAP activity with no phosphate acceptor present; P05186; purified TNAP, CDP-star luminescence, 30 min; inhibition, % at 20 µM; 0.26% of 200,000 active; AID 1012;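 active means tissue-nonspecific alkaline phosphatase inhibition above about 50% at 20 µM in the single-dose screen, limit read from the data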;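 further: 0% = DMSO negative control and 100% = EDTA positive control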
HMGR II inh = blocks class II HMG-CoA reductase of Enterococcus faecalis. AID 1066. 0.41% of 190,000 active. purified E. faecalis HMGR, NADPH absorbance 340 nm kinetic. inhibition, % at 10 µM;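 active means inhibition above a set limit, the median over all tested compounds plus 3 SD, cut at about 9.5% in these data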;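 further: enzyme runs in reverse so mevalonate oxidation gives rising NADPH absorbance; 0% = complete reaction with DMSO and 100% = background rate lacking mevalonate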
TNAP inh hi DEA = inhibitors of human TNAP at high phosphate acceptor concentration; 0.03% of 200,000 active; inhibition, % at 20 µM; purified TNAP, CDP-star luminescence, 1 M DEA;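 active means over 50% inhibition of tissue-nonspecific alkaline phosphatase at 20 µM in the single-dose screen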;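 further: plate controls were DMSO wells for no effect and EDTA-quenched wells as full inhibition for full effect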
FLuc stim CS = affects firefly luciferase, flagging false hits in luciferase stimulation screens | P08659 | ATPlite luciferase biochemical, luminescence, 10 min; 0 = ATP-free wells, 1 = DMSO control | activation factor at 10 µM | 200,000 tested, under 10 active | AID 1027;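 active means luciferase activation factor, scaled between plate controls, of at least 2 with compound at 10 µM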
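Assay system: Luciferase/luciferin detection reagent, cell-free biochemical luciferase assay / Also added: ATP substrate / Schedule: 10 min at ambient temperature / Measured by: luminescence measurement of luciferase light output / Benchmarks: low control with PBS replacing ATP, high control enzyme plus ATP without compound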
PMI act satM6P = PMI (human) activation, high substrate; P34949; coupled PMI enzyme assay, resazurin fluorescence, 20 min; active compounds read high; 1 = untreated enzyme, 0 = substrate-free blank; 0.34% of 190,000 active; AID 1216; activation factor at 20 µM;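 active means activation factor of 2 or more at 20 µM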
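Test system: human PMI in coupled enzyme assay; Input: PMI at 15 ng/mL final; Medium: HEPES buffer, pH 7.4; Schedule: 20 min incubation at room temperature; Technique: resorufin fluorescence at Ex 544/Em 590 nm; Compound: 20 µM single dose; Probe or stimulus: Near-saturating mannose-6-phosphate, 1.0 mM.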
Diaph act CS = diaphorase activation or chemical reduction counter-screen; 0.005% of 190,000 active; Diaphorase/resazurin coupled assay, resorufin fluorescence, 16 min; active compounds read high; 1 = vehicle wells, 0 = NADH-free wells; AID 1229; activation factor at 20 µM;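 active means diaphorase activity raised at least twofold by the compound at 20 µM; inactive means activation factor below 2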
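Assay system: bacterial diaphorase enzyme (C. kluyveri) / Input: enzyme 0.07 U/mL final / Medium: 50 mM HEPES pH 7.4 with 4.542 mM MgCl2, 0.005% Tween 20 / Doses: single compound dose of 20 µM, 1% DMSO final / Incubation: 16 min enzyme reaction, ambient temperature / Signal: fluorescence, excitation 544 nm and emission 590 nm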
The depositor's hits bear a star.

SMILES	G6PDH counter	TNAP act hi DEA	Diaph inh CS	PMI activator	TNAP inh noacc	HMGR II inh	TNAP inh hi DEA	FLuc stim CS	PMI act satM6P	Diaph act CS
CCCNC1=C(N(C(C)=O)c2cccc(F)c2)C(=O)c2ccccc2C1=O	52*	0.9	34	0.7	7	1	13	1	0.4	0.7
CC(C)(C)OC(=O)N1CCN(c2ccc(NC(=O)Cn3nnc(-c4ccccc4)n3)cc2)CC1	2	1	-6	1.2	-12	5	-4	1	1.2	1.1
C=CCC(O)(CC=C)C(C)N (stereo unspecified)	7	1	8	0.9	-3	-2	0	1.1	1	0.9
O=C(c1ccccc1)c1nc[nH]c1C(=O)Nc1ccccn1	2	1	12	0.8	-6	-2	1	1	0.9	0.9
CCCC(=O)Nc1ccc(Cl)c(NC(=O)c2cccc(OC)c2)c1	2	1	8	0.9	-11	0	-3	1	0.9	0.9
CCN(Cc1ccccc1)C(=O)CN1C(=S)NC(C)(C)CC1C (stereo unspecified)	-3	1	0	1	-8	-4	-1	1.1	1.1	1
COC(=O)Cn1c(C)c(C#N)c2ccccc21	11	1	14	0.9	-10	1	-4	1	0.8	0.9
COc1ccc(/C=N/Nc2nc3ccccc3s2)cc1O	-5	1	32	0.9	-16	-1	2	0.2	1	0.7
COc1ccc2nc(N3CCCC3)[nH]c2c1	4	1	18	0.9	-10	-1	-3	1	0.8	0.8
Clc1ccc(N2CCN(c3cnc4ccccc4n3)CC2)cc1	-6	1	-1	1.1	0	2	0	0.9	1.1	1
CCCCc1ccc(NC(=O)c2c(C)noc2C)cc1	-1	1	24	0.8	-11	3	-4	1	0.8	0.8
O=C(CCn1nnc2ccccc21)N1CCN(c2ccccc2)CC1	4	1	8	1	-8	-2	-3	1.1	1	0.9

Compound profiles, from the list above.
Results for O=C(c1ccccc1)c1nc[nH]c1C(=O)Nc1ccccn1 → G6PDH counter = 2; TNAP act hi DEA = 1; Diaph inh CS = 12; PMI activator = 0.8; TNAP inh noacc = -6; HMGR II inh = -2; TNAP inh hi DEA = 1; FLuc stim CS = 1; PMI act satM6P = 0.9; Diaph act CS = 0.9
Results for COC(=O)Cn1c(C)c(C#N)c2ccccc21 → G6PDH counter = 11; TNAP act hi DEA = 1; Diaph inh CS = 14; PMI activator = 0.9; TNAP inh noacc = -10; HMGR II inh = 1; TNAP inh hi DEA = -4; FLuc stim CS = 1; PMI act satM6P = 0.8; Diaph act CS = 0.9

Next part.
SMILES	G6PDH counter	TNAP act hi DEA	Diaph inh CS	PMI activator	TNAP inh noacc	HMGR II inh	TNAP inh hi DEA	FLuc stim CS	PMI act satM6P	Diaph act CS
CCOC(=O)C1(Cc2ccccc2C)CCCN(Cc2ccc(NC(C)=O)cc2)C1 (stereo unspecified)	9	1.1	14	1	-12	-3	-11	1.1	1	0.9
Cn1c(=O)n(C)c2cc(S(=O)(=O)NCCO)ccc21	14	1.1	15	1	-15	-3	-7	1	1	0.9
COc1ccc2cc(CN(CC3CCCO3)C(=S)Nc3ccccc3)c(=O)[nH]c2c1 (stereo unspecified)	11	1.1	26	0.8	-4	-6	-5	1.1	0.9	0.7
CCCn1c(SCC(=O)Nc2ccc3c(c2)OCCO3)nnc1-c1ccco1	3	1.1	8	1.1	-14	1	-7	1	1.1	0.9
Clc1ccccc1CSc1nnc(-c2ccncc2)o1	4	1	12	0.9	-5	-10	-1	1	1	0.9
CCOC(=O)C1CCCN(c2c(NCCN(CC)c3ccccc3)c(=O)c2=O)C1 (stereo unspecified)	8	1	3	0.8	-7	-2	-1	1	0.9	1
Nc1nc(-c2ccc(Br)cc2)c(S(=O)(=O)c2ccccc2)s1	2	1	23	0.9	-2	-1	-1	1.1	0.9	0.8
O=C(CCc1ccccc1)Nc1nc2nc(-c3ccccc3)cc(=O)n2[nH]1	-3	1.1	25	1	-16	-5	-8	1.1	1	0.8
CC1=NNC(=O)/C1=C\c1cn(-c2ccccc2)nc1-c1cccs1	4	1	10	0.9	3	-4	-1	1.1	0.9	0.9
CCCC1(C(=O)O)NC(c2cccc(OC)c2O)C2C(=O)N(c3ccccc3)C(=O)C21 (stereo unspecified)	15	1.1	3	1	-27	3	-5	1	1	1
COc1ccc(CCNC(=O)CCS(=O)(=O)c2ccc(C)cc2)cc1OC	0	1	18	0.9	-5	2	-1	1	0.9	0.8
O=C(COc1ccc(Cl)cc1)NCCN1CCCCC1	-2	1	-10	1	-10	10*	-2	1	1.1	1.1

In the list so far, 4 have a Cl atom:
SMILES	G6PDH counter	TNAP act hi DEA	Diaph inh CS	PMI activator	TNAP inh noacc	HMGR II inh	TNAP inh hi DEA	FLuc stim CS	PMI act satM6P	Diaph act CS
CCCC(=O)Nc1ccc(Cl)c(NC(=O)c2cccc(OC)c2)c1	2	1	8	0.9	-11	0	-3	1	0.9	0.9
Clc1ccc(N2CCN(c3cnc4ccccc4n3)CC2)cc1	-6	1	-1	1.1	0	2	0	0.9	1.1	1
Clc1ccccc1CSc1nnc(-c2ccncc2)o1	4	1	12	0.9	-5	-10	-1	1	1	0.9
O=C(COc1ccc(Cl)cc1)NCCN1CCCCC1	-2	1	-10	1	-10	10*	-2	1	1.1	1.1

Later entries:
SMILES	G6PDH counter	TNAP act hi DEA	Diaph inh CS	PMI activator	TNAP inh noacc	HMGR II inh	TNAP inh hi DEA	FLuc stim CS	PMI act satM6P	Diaph act CS
CC(NC(=O)NCc1cccnc1)(C(F)(F)F)C(F)(F)F	1	1	13	1	3	-3	-2	1.1	1	0.9
COc1cc(C=NCC2OCCc3ccccc32)cc(OC)c1 (stereo unspecified)	-7	1	8	0.9	-26	-3	2	1	0.9	0.9
O=C(CCSCc1ccccc1Cl)N1CCN(c2ccccn2)CC1	4	1	11	0.9	-5	2	-2	1	1	0.9
CCCn1c(N)[n+](CC(=O)c2ccco2)c2ccccc21	-7	1	16	1	-10	-5	-3	1.1	1	0.8
COc1ccc(NC(C)=O)cc1C	4	1.1	-9	1.2	-9	-7	-5	1	1.1	1.1
CCOC(=O)C1=C2c3ccc4ccccc4c3CC(C)(C)N2C(=O)C1=O	6	1	20	0.9	-7	1	-2	1	0.7	0.8
CN(C)CCNCCCOc1ccccc1-c1ccccc1	14	1	16	0.9	3	3	-1	1	0.9	0.8
CC(C)[C@H](NC(=O)OC(C)(C)C)C(=O)N/N=C/c1cccc2nccnc12	8	1	-2	1.2	-4	-4	-5	0.9	1.2	1
COC(=O)[C@@]1(Cc2ccc(OC)cc2)[C@H]2c3cc(C(=O)N4CCCC4)n(CCSCCO)c3C[C@H]2CN1C(=O)c1ccccc1	24	1	21	0.9	-3	-5	1	1	0.9	0.8
COc1ccc(NC2=C(Cl)C(=O)N(CCc3ccccc3)C2=O)cc1	-32	0.9	12	1	2	6	9	1	1	0.9
COc1cc(OC)c(CN2CCCCCCC2)cc1Br	5	1	11	1	-15	-1	0	1.1	1	0.9
O=C(CN(CC1CCCO1)C(=O)Cn1nnc(-c2ccc(F)cc2)n1)NC1CCCCC1 (stereo unspecified)	7	1	2	1.1	8	-1	-3	1.1	1	1
FC(F)(F)Oc1ccc(NC(=S)NCc2ccccc2)cc1	-16	1	10	0.9	-7	0	0	1	0.9	0.9
COc1ccccc1NC(=O)N1CCN(S(C)(=O)=O)CC1	9	1	6	1	-7	-7	-5	1.1	1	0.9
Cc1ccc(N2N=C(c3ccc(F)cc3)CC2c2ccco2)cc1 (stereo unspecified)	-5	1.1	19	1.5	-40	1	-10	1	1.6	0.8
Cc1ccc(S(=O)(=O)N(CC(=O)N/N=C/c2ccc(F)cc2)c2cccc3cccnc23)cc1	5	1	-4	1	-4	1	1	1	1	1
CCOC(CNC(=O)c1nnc(Cc2cc(OC)c(OC)c(OC)c2)o1)OCC	5	1	-8	1.1	-10	-2	0	1	1.1	1.1
Cc1nc2ccccn2c1C(=O)NCC(C)C	6	1	4	1	-3	-8	-1	1	1	1
N#C/C(=C\c1ccc(Cl)cc1)c1nc2ncccc2[nH]1	13	1.1	16	0.9	-13	-11	-9	0.7	0.8	0.8
COc1ccccc1CN(Cc1cc2cc(C)ccc2[nH]c1=O)Cc1nnnn1Cc1ccco1	3	1	31	0.9	-5	-3	-2	1	0.9	0.7
Cc1ccc2cccc(S(=O)(=O)Nc3ccc4c(c3)OCO4)c2n1	4	1	24	0.8	-11	4	-1	1	0.9	0.8
COC(=O)c1ccc(C2CC(=O)Nc3cc(OC)c(OC)cc32)cc1 (stereo unspecified)	-5	1.1	10	1	-13	0	-5	1.1	1	0.9
Cc1nnc(SCC(=O)Nc2ccc(Cl)cn2)s1	-6	1	11	0.8	-13	-3	1	1	1	0.9
CC(C)CCOc1ccc(C(CC(N)=O)C(=O)O)cc1 (stereo unspecified)	1	1	4	1	-13	-1	-4	1	1	1
CCOC(=O)c1cnc2ccc(C)cc2c1NCCO	4	1	10	1	-9	-2	-1	1	0.9	0.9
COC(=O)CN1C(=S)N(c2ccc(Cl)cc2)C(=O)C1CC(=O)Nc1ccc(F)cc1 (stereo unspecified)	16	1.1	9	0.8	-30	1	-5	1	0.9	0.9
O=C(CCCNC(=O)/C(=C/c1ccc(F)cc1)NC(=O)c1ccccc1)OCc1ccccc1	-3	1	15	1	-14	-9	-4	1.1	1.1	0.9
COc1ccc2c(c1)cc(C(O)c1ccccn1)n2S(=O)(=O)c1ccccc1 (stereo unspecified)	13	1	10	1.1	4	-3	0	1	1	0.9
Cc1cccc(NC(=O)CSc2nnc(NC(=O)c3ccc(S(=O)(=O)N4CCOCC4)cc3)s2)c1C	0	1	3	1.2	1	-1	-4	1	1.3	1
CCC(=O)Nc1ccc2nc(C)n(CC(=O)Nc3ccccc3)c(=O)c2c1	14	1	8	1	-8	1	-2	1	0.8	0.9
O=C(COc1c(Cl)cccc1Cl)NN1C(=O)CSC1=S	4	1	8	1	-12	-2	-1	1	1	0.9
Cc1ccc(CC2CC(=O)N(c3ccncc3)C2=O)cc1 (stereo unspecified)	3	1.1	16	1	-9	-2	-6	1.1	1	0.8
O=C(COC(=O)/C=C/c1ccc2c(c1)OCO2)Nc1ccccc1	-4	1	11	1	2	-6	0	0.9	0.9	0.9
C[C@H](NC(=O)c1ccco1)C(=O)Nc1cccc([N+](=O)[O-])c1	2	1.1	2	1	-74	-5	-8	1.1	1	1
O=C1C2C3C=CC(C2C(=O)N1C1CCCCC1)C1C(=O)N(C2CCCCC2)C(=O)C31 (stereo unspecified)	-4	1	10	0.9	2	-6	4	1	0.9	0.9
COC(=O)CSc1nnc(CNC(=O)c2cc(OC)c(OC)c(OC)c2)n1C	5	1	8	1.1	-14	-6	-4	1	1.1	0.9
